HTR2A ag = agonists of mouse serotonin 5-HT2A receptor (HTR2A); CHO-K1 mHTR2A beta-arrestin complementation, luminescence; percent of 30 µM serotonin response; 360,000 tested, 0.66% active; P35363; AID 624169; activation, % at 7.6 µM;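 active = activation above a run cutoff, the mean activation of all tested compounds plus 3 SD, cut at about 14% in these data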;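 also: 0% = plate median of compound wells and 100% = 30 µM serotonin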
Target sequence (P35363 whole entry, looked up): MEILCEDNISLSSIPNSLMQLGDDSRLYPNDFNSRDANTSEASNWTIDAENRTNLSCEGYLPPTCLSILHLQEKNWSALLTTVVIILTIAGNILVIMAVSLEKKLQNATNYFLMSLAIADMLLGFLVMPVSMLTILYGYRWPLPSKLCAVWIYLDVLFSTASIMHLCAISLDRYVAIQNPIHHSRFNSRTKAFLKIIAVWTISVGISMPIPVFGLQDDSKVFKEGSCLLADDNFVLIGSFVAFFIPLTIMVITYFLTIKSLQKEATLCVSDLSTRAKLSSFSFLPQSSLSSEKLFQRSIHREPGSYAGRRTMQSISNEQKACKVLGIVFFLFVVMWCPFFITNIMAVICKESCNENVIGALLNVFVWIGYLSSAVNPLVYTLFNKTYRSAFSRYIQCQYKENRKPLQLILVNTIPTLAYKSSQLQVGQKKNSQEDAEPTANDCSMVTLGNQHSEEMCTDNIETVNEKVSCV
Peg3 prom inh = reduces Peg3 promoter-driven luciferase expression in HeLa; HeLa PEG-Prom luciferase reporter, luminescence, overnight; 360,000 tested, 1.7% active; inhibition, % at 20 µM;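 active = inhibition of at least 50% at 20 µM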
hiPSC survival = increases survival of single human iPS cells; hiPSC single-cell survival, ATPlite luminescence; 100% = ROCK inhibitor wells, 0% = DMSO; 360,000 tested, 0.044% active; survival enhancement, % at 20 µM; AID 602274; in the data active = survival enhancement above about 18%;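 also: cells exposed to compounds for 16 hours before the ATP read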
PDI turbidity = PDI (human) enzyme inhibition | 350,000 tested, 0.052% active | PDI insulin aggregation turbidity, A650, 90 min | AID 588391 | inhibition, % at 10 µM;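 active = mean inhibition across replicates of 30% or more, whatever share of single replicates reach that level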;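 also: absorbance from insulin aggregation driven by PDI reduction with DTT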
Target sequence (P07237 whole entry, looked up): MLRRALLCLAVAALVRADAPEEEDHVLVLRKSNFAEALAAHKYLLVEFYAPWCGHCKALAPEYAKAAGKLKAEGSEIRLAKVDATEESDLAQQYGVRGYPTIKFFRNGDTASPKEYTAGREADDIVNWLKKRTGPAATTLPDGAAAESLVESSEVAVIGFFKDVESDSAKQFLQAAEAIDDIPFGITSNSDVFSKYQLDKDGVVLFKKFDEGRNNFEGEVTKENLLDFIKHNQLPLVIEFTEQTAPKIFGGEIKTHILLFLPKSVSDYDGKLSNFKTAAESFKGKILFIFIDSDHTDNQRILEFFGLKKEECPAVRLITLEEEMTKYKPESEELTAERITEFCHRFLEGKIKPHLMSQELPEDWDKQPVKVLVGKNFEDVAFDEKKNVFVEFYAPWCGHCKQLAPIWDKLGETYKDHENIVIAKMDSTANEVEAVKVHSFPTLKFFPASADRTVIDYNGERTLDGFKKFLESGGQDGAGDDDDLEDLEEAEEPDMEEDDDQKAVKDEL
HIF-2a block = inhibitors of HIF-2a | 786-0 RCC cells HIF-2a reporter, luciferase luminescence, overnight | inhibition, % at 18.8 µM | 360,000 tested, 0.72% active;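 active = inhibition of the luminescence signal of 40% or more relative to plate controls, in a single-dose primary screen at 18.75 µM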
MITF TRPM1 inh = inhibitors of MITF-driven TRPM1 promoter in melanoma cells; SK-MEL-5 TRPM1 promoter luciferase, 24 h; inhibition, % at 12.5 µM; 330,000 tested, 0.83% active;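 active = mean inhibition across replicates of 60% or more, whatever share of single replicates reaches that level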; also: values of inactives mirror those of a sister screen read the other way
Cardio protect = protects H9c2 cardiomyocytes from peroxide injury | AID 588492 | 360,000 tested, 0.63% active | protection from H2O2 cell death, % at 20 µM | H2O2 injury protection, ATPLite, 2 h;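 active = compounds giving at least 50% protection of heart cells from peroxide-induced death in the single-dose screen, raw or plate-pattern-corrected value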;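 also: 0% = DMSO wells with peroxide and 100% = DMSO wells without peroxide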
NR2E3 ag-1 = human photoreceptor-specific nuclear receptor agonism; CHO-S Gal4-NCOR/VP16-NR2E3 two-hybrid, luciferase; inhibition of corepressor binding, % at 3.98 µM; 360,000 tested, 0.35% active; AID 602229;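 active = inhibition above the mean of all tested compounds plus 3 SD, cut at about 70% in these data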;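 also: 0% = DMSO with NR2E3 transfected cells and 100% = cells lacking NR2E3 construct; higher means lower luciferase signal from less NR2E3 corepressor binding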
NR2E3 ag-2 = NR2E3 (human) agonism | Q9Y5X4 | GST-NR2E3/biotin-RetCOR TR-FRET, 1536-well | inhibition of corepressor binding, % at 4.78 µM | 320,000 tested, 0.12% active | AID 2300;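 active = percent inhibition above the cutoff of mean plus 3 SD of all tested compounds, set per screening campaign, cut at about 20% in these data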;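 also: 0% = DMSO wells and 100% = biotin wells as full block of FRET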
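Material: NR2E3–RetCOR corepressor complex / Incubation: Compound–protein incubation for 5 h at 4 °C / Dosing: compound at 4.8 µM, single dose / Detection: time-resolved FRET / Benchmarks: high control biotin, low control 0.6% DMSO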
CaV13 FRET inh = Primary screen for inhibitors of IQ motif and Ca2+-dependent inactivation inhibitor domain binding in CACNA1D, Förster resonance energy transfer in living cells, …. HEK cells, CFP/YFP FRET ICDI-IQ, plate reader, 10 min; percent FRET-ratio fall versus neutral wells. AID 743397. 340,000 tested, 0.098% active. inhibition, % at 12.3 µM;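 active = mean replicate inhibition of at least 30% and at least 1% of replicates passing that level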;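 also: 0% = median of the neutral control wells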
Shn3 inh set2 = inhibitors of Schnurri-3 3'UTR reporter in osteoblasts; Clone20 osteoblast Shn3 3'UTR firefly luciferase, 24 h; inhibition, % at 12.5 µM; 360,000 tested, 0.52% active; AID 588674;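 active = mean inhibition of at least 75% with every replicate also reaching 75%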;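 also: 0% = median of neutral control wells and 100% = pilot-screen positive control compound; some compounds past the cut are filed as inactive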
The depositor's hits bear a star; . = no result given.

SMILES | CaV13 FRET inh | hiPSC survival | Peg3 prom inh | Shn3 inh set2 | HTR2A ag | Cardio protect | HIF-2a block | NR2E3 ag-1 | NR2E3 ag-2 | MITF TRPM1 inh | PDI turbidity
COc1ccccc1C(=O)N/C(=C/c1ccc(Br)cc1)C(=O)NCCCn1ccnc1 | -4 | -0.1 | -7 | 5 | 0 | 9 | 13 | 12 | 2 | 16 | 9
COc1ccc(C2SCC(=O)N2c2nc3ccccc3s2)cc1 (stereo not given) | -19 | -1.6 | -115 | -1 | -3 | -14 | -40 | -17 | 2 | -7 | -5
O=C1Cc2ccccc2Sc2ccc(O)cc21 | -5 | -1.1 | 7 | 3 | -8 | -12 | -14 | -9 | 3 | 20 | 10
CC(C)C(NC(=O)c1ccccc1Cl)C(=O)OCc1nc2scc(-c3ccccc3Cl)c2c(=O)[nH]1 (stereo not given) | -4 | -2.5 | 0 | -2 | 1 | -10 | 16 | 1 | 1 | 10 | 1
CC(C)C(=O)Nc1ncc(Cc2cccc(Cl)c2)s1 | -1 | -0.9 | -3 | 13 | -2 | -6 | -15 | -14 | 0 | -19 | 6
CCOc1ccc(-n2nnc3c(=O)n(CC(=O)c4ccccc4)cnc32)cc1 | -4 | -0.3 | -1 | -5 | -1 | 3 | 6 | -12 | 0 | . | .
O=C(NCC1CCCO1)c1cccc(NC(=O)c2ccccc2)c1 (stereo not given) | . | 2.1 | 1 | 6 | 7 | -3 | 3 | -3 | 2 | 3 | 2
C=C(C(=O)c1ccccc1)C(C)CC(=O)c1ccccc1 (stereo not given) | -5 | -2.9 | 72* | 6 | 10 | -8 | 26 | -2 | 0 | 3 | 1
CCN1CCN(c2ccccc2NC(=O)c2ccc(-n3cccn3)cc2)CC1 | -4 | 0.0 | -1 | 11 | -9 | 10 | -2 | -23 | 6 | 1 | 12
O=C(CSCc1ccc(Cl)cc1)Nc1cccc(C(=O)Nc2ccccc2C(=O)O)c1 | . | 2.0 | 10 | 9 | -5 | 4 | 30 | 11 | 1 | 2 | -9
O=C(c1cc(COc2ccc(F)cc2Cl)on1)N1CCN(c2cnccn2)CC1 | -5 | -0.2 | -6 | -7 | -8 | 1 | -20 | 24 | 3 | -2 | -4
Cc1cc(C)c(C(=O)c2ccccc2)c(C)c1 | -6 | -2.2 | -5 | 69 | 3 | 12 | 11 | 7 | . | 3 | 4
CC1=[N+]([O-])C(N2CCOCC2)C(O)(c2ccccc2)C1 (stereo not given) | . | -0.8 | 0 | -3 | 7 | 4 | 4 | 4 | 2 | -1 | -1
COC(=O)c1c(C)[nH]c(C(=O)OC(C)C(=O)N2CCOCC2)c1C (stereo not given) | -7 | 0.3 | -69 | -20 | -1 | 2 | -61 | 3 | 3 | -31 | 5
O=C(COC(=O)C12CC3CC(CC(O)(C3)C1)C2)Nc1ccc(Cl)c(S(=O)(=O)N2CCOCC2)c1 | -2 | -0.5 | 8 | 14 | -3 | -10 | 9 | -20 | . | -4 | 3
CCN1C(=O)[C@H]2[C@@H](c3ccc(C)cc3)N3C(=O)N(c4ccc(OC)cc4)C(=O)[C@@]3(C)[C@H]2C1=O | -10 | -1.6 | -2 | 6 | 5 | 5 | 7 | -4 | 5 | 4 | -13
O=C(NN=Cc1ccc(O)cc1)c1ccccc1NS(=O)(=O)c1cccs1 | -4 | -0.2 | 1 | 16 | -10 | 27 | 14 | -43 | . | -10 | 1
COc1cc2c(cc1OC)C(CSc1ccccc1C(=O)O)=NC(C)(C)C2 | -5 | 0.4 | 26 | -8 | 5 | -2 | 10 | -6 | 0 | -8 | -2
Cc1ccc2ccccc2c1C(O)c1ncc(-c2ccccc2F)[nH]1 (stereo not given) | -7 | 3.2 | 4 | 15 | -1 | -5 | 10 | 22 | . | . | 1
CC(C)(C)OCC(O)CN1CCN(C(=O)c2ccccc2)CC1 (stereo not given) | -7 | -0.8 | -15 | 6 | 2 | -2 | 6 | -9 | -1 | -5 | 1
Cc1ccc(CNC(=O)CCOc2ccc(C(C)(C)C)cc2)cc1 | -4 | 3.8 | 8 | 0 | 9 | -6 | 11 | -3 | -1 | 1 | -8
COC(=O)C1Cc2ccccc2CN1C(=O)CCl (stereo not given) | -2 | -0.6 | 10 | -7 | 2 | -10 | 8 | -9 | 4 | 22 | -3
COC(=O)CCC(=O)N1CCOCCOCCOCC1 | -6 | 2.6 | 12 | -25 | 2 | 0 | 19 | -21 | 0 | 11 | 5
CCOCCCn1cnc2c3cc(F)ccc3n(C)c2c1=O | -4 | -0.6 | -60 | -25 | -2 | 5 | -78 | -34 | 1 | -22 | 2
COc1ccccc1Cc1c(C2CCCCC2)nc2ccc(C)cn12 | -6 | -1.8 | 74* | -1 | -3 | -11 | -54 | -15 | . | . | .
COc1cc2c(cc1OC)CN(C(=O)CSc1nc(N)c(C#N)cc1C#N)CC2 | -7 | 0.2 | 5 | -12 | 5 | -1 | -2 | -6 | 2 | 9 | -8
O=C(O)CN1C(=O)CSc2ccccc21 | -4 | 0.9 | 8 | -23 | -2 | 5 | 9 | -24 | 3 | 7 | -2
Cc1cc2ccccc2c(=O)n1CC(=O)NCCC1=CCCCC1 | -11 | -0.6 | 7 | 10 | 1 | 0 | 12 | 20 | -5 | 4 | 0
Cc1cccc(NC(=O)CCS(=O)(=O)c2cccc3nonc23)c1C | -3 | -0.1 | 3 | 2 | 0 | -3 | 4 | 8 | -2 | . | 6
CCOc1nc(-c2ccc(C)cc2)ccc1-c1noc(COC)n1 | -9 | 5.2 | -10 | -1 | -3 | 1 | -52 | -47 | 0 | -5 | 1
Cc1ccc(NS(=O)(=O)c2c(C)[nH]c(=O)[nH]c2=O)cc1C | -9 | 2.5 | 3 | 40 | -1 | 1 | 8 | -5 | -3 | 6 | 3
Cc1ccc(C(=O)N/N=C\c2ccccc2[N+](=O)[O-])cn1 | -4 | -3.7 | -160 | -90 | -1 | -21 | -186 | -38 | . | -58 | 14
CC(=O)Nc1ccc(S(=O)(=O)N(Cc2ccccc2)c2ccccc2)cc1 | -4 | -0.9 | 22 | -4 | -3 | -3 | 14 | 6 | 2 | 10 | 1
C[C@@H](CN1C2=NC[C@H](Cc3ccc(O)cc3)N2C[C@H]1Cc1ccc(O)cc1)NC(=O)CCC1CCCCC1 | -5 | 0.4 | -3 | -1 | -12 | -2 | 9 | -5 | -1 | 2 | 47*
CCN(CCO)C(=O)c1ccc2nc(Cc3ccc(OC)cc3)oc2c1 | -2 | -0.5 | 2 | 1 | -4 | -4 | -15 | 9 | 4 | 4 | 3
COC(=O)C(Cc1cnc[nH]1)NC(=O)C1CCC(=O)N1 (stereo not given) | -4 | 1.6 | -33 | 4 | -4 | 2 | 10 | -17 | 1 | 4 | -1
O=C(COC(=O)c1cccnc1Cl)Nc1cccc(S(=O)(=O)N2CCCCC2)c1 | 3 | -0.4 | 11 | 9 | 1 | -18 | 12 | -31 | 3 | -5 | -5
O=C(CN1C(=O)NC2(CCCC2)C1=O)OCC(=O)c1cccc(Cl)c1 | -4 | -0.4 | 2 | -16 | 0 | 3 | 1 | -20 | . | -63 | 6
CC(=O)Nc1ccc(NC(=O)C(C)OC(=O)/C=C/c2cccs2)cc1 (stereo not given) | 2 | -0.6 | 15 | -4 | -5 | -6 | 10 | -1 | 0 | -10 | -1
CCCC(=O)N1CCCC(c2nc(-c3cccc(OC)c3)no2)C1 (stereo not given) | -20 | 0.0 | -166 | -66 | 3 | -4 | -182 | -123 | 0 | -65 | 3
O=[N+]([O-])C1=CC=C2C(=NC3(CCCCC3)N2O)C1=NCCO | -6 | 2.8 | 16 | -3 | 12 | 3 | -3 | -2 | -7 | 9 | 4
COc1ccccc1OCC(=O)N(Cc1nc(-c2ccc(Cl)cc2)no1)C(C)C | -6 | -1.2 | 24 | -27 | -1 | 0 | -2 | 15 | -2 | -4 | -3
COc1cc(/C=C/C(=O)NC(C)CCc2ccccc2)cc(OC)c1OC (stereo not given) | -4 | 1.5 | 11 | 9 | 0 | -3 | 7 | 11 | -4 | 7 | -2
O=[N+]([O-])c1cc(-n2cccc2)ccc1N1CCOCC1 | -3 | 0.4 | -24 | -11 | -2 | -4 | -36 | -26 | 3 | 6 | 3
CCCCNS(=O)(=O)c1ccc(S(=O)(=O)n2cnc3ccccc32)cc1 | -5 | -1.9 | 4 | 6 | 0 | -7 | -2 | -12 | 1 | 16 | 1

Ordered by heavy-atom count (descending): part of the list above.
SMILES | CaV13 FRET inh | hiPSC survival | Peg3 prom inh | Shn3 inh set2 | HTR2A ag | Cardio protect | HIF-2a block | NR2E3 ag-1 | NR2E3 ag-2 | MITF TRPM1 inh | PDI turbidity
CC(C)C(NC(=O)c1ccccc1Cl)C(=O)OCc1nc2scc(-c3ccccc3Cl)c2c(=O)[nH]1 (stereo not given) | -4 | -2.5 | 0 | -2 | 1 | -10 | 16 | 1 | 1 | 10 | 1
O=C(CSCc1ccc(Cl)cc1)Nc1cccc(C(=O)Nc2ccccc2C(=O)O)c1 | . | 2.0 | 10 | 9 | -5 | 4 | 30 | 11 | 1 | 2 | -9
O=C(COC(=O)c1cccnc1Cl)Nc1cccc(S(=O)(=O)N2CCCCC2)c1 | 3 | -0.4 | 11 | 9 | 1 | -18 | 12 | -31 | 3 | -5 | -5
O=C(NN=Cc1ccc(O)cc1)c1ccccc1NS(=O)(=O)c1cccs1 | -4 | -0.2 | 1 | 16 | -10 | 27 | 14 | -43 | . | -10 | 1
CCCCNS(=O)(=O)c1ccc(S(=O)(=O)n2cnc3ccccc32)cc1 | -5 | -1.9 | 4 | 6 | 0 | -7 | -2 | -12 | 1 | 16 | 1
CCCC(=O)N1CCCC(c2nc(-c3cccc(OC)c3)no2)C1 (stereo not given) | -20 | 0.0 | -166 | -66 | 3 | -4 | -182 | -123 | 0 | -65 | 3
CC(C)(C)OCC(O)CN1CCN(C(=O)c2ccccc2)CC1 (stereo not given) | -7 | -0.8 | -15 | 6 | 2 | -2 | 6 | -9 | -1 | -5 | 1
O=[N+]([O-])C1=CC=C2C(=NC3(CCCCC3)N2O)C1=NCCO | -6 | 2.8 | 16 | -3 | 12 | 3 | -3 | -2 | -7 | 9 | 4
CC1=[N+]([O-])C(N2CCOCC2)C(O)(c2ccccc2)C1 (stereo not given) | . | -0.8 | 0 | -3 | 7 | 4 | 4 | 4 | 2 | -1 | -1
Cc1cc(C)c(C(=O)c2ccccc2)c(C)c1 | -6 | -2.2 | -5 | 69 | 3 | 12 | 11 | 7 | . | 3 | 4
